MsrA act = bovine MsrA enzyme activators, primary screen, biochemical, absorbance, HTS | AID 602163, 2012 | Methionine sulfoxide reductase A (Bos taurus) | hit rate 0.3% among 360,000 | purified bovine MsrA, absorbance read-out | activation, % at 10.6 µM; in the data active = activation above about 7.5%;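 note: 0% = vehicle and 100% = reference activator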
Neddyl block = inhibitors of cullin neddylation, primary screen, biochemical, TR-FRET, uHTS, NAE and Ubc12 | NEDD8-conjugating enzyme Ubc12 (Homo sapiens) + NEDD8-activating enzyme E1 regulatory … | calls only at 25 µM | hit rate 0.58% among 360,000; in the data active = inhibition above about 36%
CSN inh = inhibitors of CSN-mediated cullin deneddylation, primary screen, biochemical, fluorescence polarization, uHTS | COP9 signalosome complex subunit 5 (Homo sapiens), Q92905 | Purified CSN, SCF-Nedd8-OG deneddylation | hit rate 0.38% among 360,000 | inhibition, % at 12.5 µM;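 active = pattern-corrected inhibition above about 35%, with an unprinted fluorescence ratio check between 0.5 and 1.5, limit read from the data, passing the limit was not always enough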;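 note: 0% = enzyme with substrate and 100% = substrate without enzyme; some results filed as inactive read as strong as hits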
Target sequence (Q92905 whole entry, looked up, one chain of several): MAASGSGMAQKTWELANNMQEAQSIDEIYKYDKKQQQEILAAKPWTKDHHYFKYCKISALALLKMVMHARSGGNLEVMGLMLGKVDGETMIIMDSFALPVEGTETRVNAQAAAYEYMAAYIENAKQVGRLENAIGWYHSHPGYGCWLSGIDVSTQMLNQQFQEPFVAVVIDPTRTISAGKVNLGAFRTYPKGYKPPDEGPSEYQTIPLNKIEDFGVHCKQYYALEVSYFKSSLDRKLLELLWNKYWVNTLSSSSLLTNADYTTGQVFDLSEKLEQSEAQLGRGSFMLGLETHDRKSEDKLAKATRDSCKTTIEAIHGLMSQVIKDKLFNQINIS
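Schedule: reaction 90 min, room temperature / Assay system: HEK293T-derived human Csn5 enzyme / Input: Csn5 at 0.24 nM final / Measure: inhibition of Csn5 cleavage, % / Control set: substrate-only high control, full reaction low control / Technique: fluorescence polarization of the substrate / Buffer or medium: Tris/NaCl/DTT buffer, pH 7.5 / Reagent: SCFSkp2-Nedd8OG substrate at 10 nM final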
Tb MetRS inh = T. brucei MetRS inhibitors, primary screen, biochemical, luminescence; methionyl-tRNA synthetase (Trypanosoma brucei brucei); purified T. brucei MetRS, ATP depletion, Kinase-Glo luminescence; inhibition, % at 11.9 µM; hit rate 0.4% among 360,000; AID 624268, 2012;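 active = inhibition above a per-plate cutoff of the control wells' mean inhibition plus 3 SD, cut at about 5.5% in these data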;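 note: 0% = DMSO wells median and 100% = median of wells with control inhibitor compound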
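Material – parasite MetRS enzyme · Medium – HEPES-MgCl2-KCl buffer plus DTT, spermine, BSA, pyrophosphatase · Reagent – ATP, methionine and E. coli bulk tRNA substrates · Times – 15 min enzyme-compound preincubation, 2 h reaction, 10 min detection, 25 °C · Measured by – luminescence of leftover ATP · Evaluation – percent inhibition relative to median high and low control wells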
eLon inh = inhibitors of E. coli Lon protease, primary screen, biochemical, fluorescence polarization. P0A9M0. purified E. coli Lon protease. inhibition, % at 7.94 µM. hit rate 0.42% among 360,000. AID 602123, 2011; in the data active = inhibition above about 13%, passing the limit was not always enough;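 note: 0% = enzyme with probe and DMSO and 100% = no enzyme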
FAS-TE inh = FAS thioesterase domain inhibitors, primary screen, biochemical, fluorescence intensity, uHTS; recombinant FAS-TE, OMFH fluorogenic substrate, fluorescence endpoint; inhibition, % at 15 µM; hit rate 0.67% among 360,000; AID 602261, 2012;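 active = compounds whose normalised, plate-corrected inhibition of enzyme fluorescence in the single-dose primary screen is 50% or more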;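 note: 0% = DMSO with enzyme and 100% = substrate without enzyme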
MLLE-PAM2 inh = inhibitors of PABP1 MLLE–PAM2 peptide binding, primary screen, biochemical, fluorescence polarization, FITC-PAM2, GST-MLLE; Polyadenylate-binding protein 1 (Homo sapiens), P11940; inhibition, % at 20 µM; hit rate 0.36% among 360,000; in the data active = inhibition above about 35%, passing the limit was not always enough;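 note: plate controls were DMSO wells with GST-MLLE for no effect and wells lacking GST-MLLE protein for full effect; some results filed as inactive read as strong as hits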
Target sequence (P11940 whole entry, looked up): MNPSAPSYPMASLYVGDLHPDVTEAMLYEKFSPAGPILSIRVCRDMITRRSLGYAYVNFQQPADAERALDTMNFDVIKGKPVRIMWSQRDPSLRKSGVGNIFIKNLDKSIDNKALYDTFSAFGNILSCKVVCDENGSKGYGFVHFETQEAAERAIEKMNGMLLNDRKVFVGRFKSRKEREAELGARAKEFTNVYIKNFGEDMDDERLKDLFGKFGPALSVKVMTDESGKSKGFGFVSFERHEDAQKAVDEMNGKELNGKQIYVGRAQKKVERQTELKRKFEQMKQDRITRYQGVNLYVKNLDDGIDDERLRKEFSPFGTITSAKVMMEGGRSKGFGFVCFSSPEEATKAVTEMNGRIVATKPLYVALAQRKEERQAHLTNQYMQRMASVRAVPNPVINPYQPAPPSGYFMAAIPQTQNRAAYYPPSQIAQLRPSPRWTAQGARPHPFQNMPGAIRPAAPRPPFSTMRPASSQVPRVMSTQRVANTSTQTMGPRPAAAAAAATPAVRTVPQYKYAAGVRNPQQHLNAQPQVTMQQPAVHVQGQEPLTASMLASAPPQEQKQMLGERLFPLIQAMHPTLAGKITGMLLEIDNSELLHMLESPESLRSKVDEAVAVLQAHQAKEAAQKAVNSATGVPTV
MsrA inh = bovine MsrA enzyme inhibitors, primary screen, biochemical, absorbance, HTS. Methionine sulfoxide reductase A (Bos taurus). purified bovine MsrA, absorbance read-out. inhibition, % at 15.5 µM. hit rate 0.75% among 360,000; in the data active = inhibition above about 4.5%;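 note: 0% = vehicle wells with enzyme and 100% = reference inhibitor wells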
Rin1-Abl PPI inh = inhibitors of Rin1-Abl protein binding, primary screen, biochemical, TR-FRET; Tyrosine-protein kinase ABL1 (Homo sapiens) + Ras and Rab interactor 1 (Homo sapiens), …; inhibition, % at 7.35 µM; hit rate 0.4% among 360,000; AID 588664, 2011; in the data active = inhibition above about 5%, passing the limit was not always enough
Starred values were filed as active, the others as inactive; i = inactive; . = no result given.

SMILES | MsrA act | Neddyl block | CSN inh | Tb MetRS inh | eLon inh | FAS-TE inh | MLLE-PAM2 inh | MsrA inh | Rin1-Abl PPI inh
COc1ccc(-c2ccc(CN3C(C)C(=O)N(Cc4cn(Cc5ccco5)nn4)CCS3(=O)=O)cc2)cc1 (stereo not drawn) | -2 | i | 4 | -0.9 | 2 | 16 | -28 | -0.9 | -2
CCOc1ccc2nc3c(cc2c1)CN(CCCO)C(=NCCOC)S3 | -3 | i | -1 | -0.1 | 0 | 0 | -30 | 4.4 | -3
O=C(Cn1ncc2c1-c1ccccc1OC2)Nc1cccc(Cl)c1 | -5 | i | 7 | 0.8 | 5 | 18 | -5 | -0.6 | 1
COc1ccc(NC(=O)C2=C(C)NC(=S)NC2c2ccc(O)c(OC)c2)cc1 (stereo not drawn) | -2 | i | -3 | -0.5 | -6 | -4 | -139 | 0.5 | 1
O=C(NC1CCN(Cc2ccccc2)CC1)c1c(F)cccc1F | -5 | i | -19 | -0.9 | 0 | -9 | 8 | -0.4 | 0
COc1cc(C2N3CC4(C)CN2CC(C)(C3)C4)ccc1O (stereo not drawn) | -3 | i | -5 | 0.0 | 5 | 0 | 2 | 3.3 | 0
Cc1cccc(-n2ccnc2SCC(=O)c2c(N)n(C3CC3)c(=O)[nH]c2=O)c1C | -6 | i | 2 | -0.4 | 10 | -6 | -36 | -0.6 | 0
CCOc1ccc(C(=O)N(c2ccccn2)C2CCCCC2)cc1 | -8 | i | -13 | -0.8 | -6 | 0 | -2 | 0.2 | -1
CN1CCN(c2ccc(NC(=O)c3ccc(Br)o3)cc2)CC1 | -3 | i | 1 | -0.2 | -3 | -7 | -4 | 0.8 | -3
O=S(=O)(c1ccc(Cl)cc1)c1nc(-c2ccccc2F)oc1NCCN1CCOCC1 | 1 | i | 2 | -0.3 | 1 | 16 | 7 | . | -1
COc1ccc(N2C(=O)N3[C@H](c4ccc(Br)cc4)[C@@H]4C(=O)N(C(C)(C)C)C(=O)[C@@H]4[C@]3(Cc3ccccc3)C2=O)cc1 | -5 | i | 2 | -0.3 | -5 | 71* | -8 | 0.5 | 0
CCOC(=O)c1cccc2c1-c1ccccc1/C2=N/O | -2 | i | 2 | -0.7 | 3 | -48 | -1 | -0.6 | 1
CCOC(=O)c1c(C)[nH]c(C)c1S(=O)(=O)N(C)CC(=O)NCc1cccc(C)c1 | -1 | i | 2 | 0.5 | -2 | -2 | 1 | 4.0 | -2
CC1CN(C(=O)CCC(=O)NCc2ccccc2Cl)c2ccccc2S1 (stereo not drawn) | -9 | i | -7 | 2.9 | -2 | 3 | -9 | -0.2 | -4
O=C1N/C(=N\S(=O)(=O)Cc2ccccc2)S/C1=C/c1cc([N+](=O)[O-])ccc1O | -12 | i | 21 | 3.7 | -102 | -5 | -99 | 0.4 | -1

Record cards, from the list above.
`O=S(=O)(c1ccc(Cl)cc1)c1nc(-c2ccccc2F)oc1NCCN1CCOCC1` in the list: MsrA act = 1; Neddyl block = i; CSN inh = 2; Tb MetRS inh = -0.3; eLon inh = 1; FAS-TE inh = 16; MLLE-PAM2 inh = 7; MsrA inh = .; Rin1-Abl PPI inh = -1
`CCOC(=O)c1cccc2c1-c1ccccc1/C2=N/O` in the list: MsrA act = -2; Neddyl block = i; CSN inh = 2; Tb MetRS inh = -0.7; eLon inh = 3; FAS-TE inh = -48; MLLE-PAM2 inh = -1; MsrA inh = -0.6; Rin1-Abl PPI inh = 1

Carrying on.
SMILES | MsrA act | Neddyl block | CSN inh | Tb MetRS inh | eLon inh | FAS-TE inh | MLLE-PAM2 inh | MsrA inh | Rin1-Abl PPI inh
COc1cccc(C(=S)N2CCCC2)c1OC | -1 | i | 1 | 0.3 | -4 | -5 | 16 | -1.3 | 0
CCc1ccc(NC(=O)CCN2C(=O)c3cccnc3C2=O)cc1 | 5 | i | 0 | 0.0 | -6 | -1 | -4 | 0.7 | 4
COC(=O)C1C2C=CC3(CN(C(C)c4ccc(OC)cc4)C(=O)C13)O2 (stereo not drawn) | 0 | i | 5 | -0.4 | -1 | 0 | -2 | -1.9 | -2
CC1(C)CC=C(NNC(=O)c2cccnc2)C(=O)C1 | -8 | i | 1 | -0.4 | 21* | -8 | 4 | 3.2 | 2
COc1ccc(S(=O)(=O)N(C)CC(=O)N2CCCC2)cc1 | -2 | i | -3 | 0.9 | -3 | -1 | 2 | -0.8 | 0
CCCC(=O)Nc1ccc(Br)c(Cl)c1 | -5 | i | -3 | -0.3 | 1 | -1 | -5 | 0.1 | 3
CC[C@]1(C(=O)OC)[C@H]2C(=O)N(C)C(=O)[C@H]2[C@H]2CN=C(SCc3ccc(C)cc3)N21 | -1 | i | -1 | -0.2 | -4 | -4 | -6 | 0.2 | -3
COc1ccc2[nH]c(=O)c(C(c3nnnn3C3CCCC3)N3CCN(Cc4ccc5c(c4)OCO5)CC3)cc2c1 (stereo not drawn) | -3 | i | -2 | -0.1 | -5 | 6 | -8 | 0.1 | -3
Cc1cccc(C)c1NC(=O)CNc1ccccc1 | -2 | i | -1 | -0.3 | -6 | -8 | 1 | 1.4 | 4
CCOc1ccccc1NC(=O)Nc1ccc(Br)cn1 | -1 | i | 4 | 0.2 | 4 | -8 | 2 | -1.1 | 2
CC(C)c1ccc(/C=N/NC(=O)c2nnn(-c3nonc3N)c2CSC2=NCCS2)cc1 | -4 | i | 8 | 0.1 | -10 | 12 | 18 | 1.4 | -1
OCCC1CN(C2CSCCSC2)CCN1Cc1ccccc1 (stereo not drawn) | -1 | i | -3 | -0.8 | 2 | -2 | 0 | -0.7 | 0
CCOC(=O)c1nc(Nc2ccc(Nc3ccccc3)cc2)c2ccccc2n1 | -2 | i | 4 | -0.1 | -6 | 19 | -7 | -0.1 | -1
CC(=O)c1c[nH]c2ccc(C)cc2c1=O | -3 | i | 1 | 0.8 | -1 | -10 | -10 | 2.2 | -4
CCOC(=O)/C(C(N)=NC(C)C)=C(\O)c1ccccc1 | -1 | i | -5 | -0.3 | 8 | -7 | -3 | -0.3 | -2
COc1ccccc1N1CCN(C(=O)Cc2c(C(=O)O)[nH]c3ccc(Cl)cc23)CC1 | -1 | i | -2 | -0.8 | 4 | 5 | 4 | 0.5 | 0
COCCCNC(=S)N1CCN(c2nc3ccccc3s2)CC1 | -4 | i | 0 | 0.2 | -3 | 0 | -156 | -1.2 | -1
CCNC(=S)N1C2CCC1CC(NC(=O)Nc1ccc(C(=O)OCC)cc1)C2 (stereo not drawn) | -2 | i | 1 | 1.0 | -7 | -4 | -146 | -0.9 | -6
CCOc1ccccc1NC(=O)CN(C)S(=O)(=O)c1ccc(OC)c(C)c1 | 2 | i | 0 | -0.3 | 6 | 18 | -10 | 1.7 | -1
CCOC(=O)c1cccc(COC(=O)c2cccc(-c3nnc(-c4ccccc4)o3)c2)c1 | -2 | i | 0 | 0.5 | -1 | 32 | 17 | 1.2 | -1
COc1ccc(CNC(=O)c2cccc(NC(=O)CC3SC(N4CCCCC4)=NC3=O)c2)cc1 (stereo not drawn) | -2 | i | 0 | -0.1 | -7 | -7 | -12 | -0.6 | 1
CC1(C)N([O-])C2=C(c3ccccc3C2=O)[N+](=O)C1(C)C | -7 | i | 1 | -1.0 | -12 | -4 | -11 | 3.6 | -3
Cc1ccc(CNC(=O)[C@H]2O[C@@H](n3ccc(N)nc3=O)[C@H](O)[C@@H]2O)o1 | 0 | i | -3 | 0.5 | -7 | -11 | 8 | 0.9 | 3
Oc1ccccc1/C=N/NC1=NCCCCC1 | -3 | . | 1 | 0.0 | -3 | -5 | 15 | -0.9 | -3
CN(CC(=O)Nc1cccc(F)c1)C(=O)c1ccccc1-n1cnnn1 | -14 | i | -8 | -0.5 | -1 | 1 | 0 | 0.1 | 3
CC(=O)c1ccc(NC(=O)N[C@@H](Cc2ccccc2)C(=O)O)cc1 | -1 | i | -2 | 0.9 | -2 | -5 | 3 | -1.0 | 2
COc1cccc2c(SCC(=O)N/N=C/c3ccc(O)c(O)c3)cc(C)nc12 | -4 | i | 5 | 0.3 | 5 | -5 | 5 | 3.0 | 4
COc1cccc(C2C(C#N)=C(N)OC3=C2C(=O)CCC3)c1OC(=O)c1ccco1 (stereo not drawn) | -11 | i | -7 | -2.1 | 6 | -5 | 16 | -0.1 | 2
Cc1ccc(-n2c(SCC(=O)NCc3cccs3)nnc2-c2ccoc2C)cc1 | -1 | i | 0 | 0.0 | 10 | 7 | 3 | -0.7 | 1
Fc1ccccc1CN1CCCC(NC2CCC2)C1 (stereo not drawn) | 0 | i | -1 | -0.7 | 1 | -3 | 18 | 0.1 | 1
COc1ccccc1/C=C(\C#N)C(=O)c1cccn1C | -3 | i | -1 | -0.9 | 12 | -9 | 8 | 1.8 | 3
S=c1[nH]c2cnccc2n1Cc1ccccc1 | 0 | i | 1 | -0.6 | -8 | 24 | -73 | 0.7 | 3
Cc1cc(C)n2nc(SCC(=O)NC3CCCC(C)C3C)nc2n1 (stereo not drawn) | -11 | i | 8 | -1.2 | -5 | -7 | 19 | 0.9 | -2
CC(=O)NCCc1nc2cc(NC(=O)COc3ccc(C)cc3)ccc2n1C | -2 | i | 3 | 0.5 | 2 | -4 | -10 | 1.0 | 2
CCOc1ccc(NCC(=O)N/N=C/C=C/c2ccccc2)cc1 | -6 | i | 1 | -0.1 | -9 | 5 | -22 | 3.3 | -3

Copied from the list:
S=c1[nH]c2cnccc2n1Cc1ccccc1 in FAS-TE inh = 24
CC(=O)NCCc1nc2cc(NC(=O)COc3ccc(C)cc3)ccc2n1C in MsrA act = -2

Compounds were not picked by outcome (roughly 4% active in at least one column).
